Compound activity: PubChem BioAssay, National Center for Advancing Translational Sciences (NCATS)
Sm TGR block: inhibitors of Schistosoma mansoni thioredoxin glutathione reductase; Q962Y6; purified TGR, DTNB reduction, TNB absorbance 405 nm; Potency, µM (highest dose often 114 µM), without a hit: top-dose activity change, negative = inhibition, actives largely listed as inhibitors; 3% of 360,000 active; AID 485364; further: potency means the concentration at half of the fitted maximal effect; nearly all actives have a fitted effect of over 60% in size
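TGR 20 nM + NADPH 100 uM (dispensed conc.), cpd preinc 15 min RT; start with NADPH (500 uM addition) then DTNB (15 mM addition). Kinetic TNB absorbance, 405 nm filter. Four-parameter Hill fit across titration.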
AmpC inh no detg: AmpC beta-lactamase inhibition without detergent | Potency, µM (doses to about 57.1 µM), for inactives: at the top dose activity change, negative = inhibition, hits mostly inhibitors | P00811 | 0.52% of 330,000 active | AmpC nitrocefin hydrolysis, absorbance 480 nm, 0.0001% Triton | AID 485341;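 further: potency means the concentration at half of the fitted maximal effect; plate controls were no compound for no effect and no enzyme for full effect; nearly all actives have a fitted effect of over 20% in size; some results filed as inactive show a strong effect at the top dose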
Target sequence (P00811 whole entry, looked up): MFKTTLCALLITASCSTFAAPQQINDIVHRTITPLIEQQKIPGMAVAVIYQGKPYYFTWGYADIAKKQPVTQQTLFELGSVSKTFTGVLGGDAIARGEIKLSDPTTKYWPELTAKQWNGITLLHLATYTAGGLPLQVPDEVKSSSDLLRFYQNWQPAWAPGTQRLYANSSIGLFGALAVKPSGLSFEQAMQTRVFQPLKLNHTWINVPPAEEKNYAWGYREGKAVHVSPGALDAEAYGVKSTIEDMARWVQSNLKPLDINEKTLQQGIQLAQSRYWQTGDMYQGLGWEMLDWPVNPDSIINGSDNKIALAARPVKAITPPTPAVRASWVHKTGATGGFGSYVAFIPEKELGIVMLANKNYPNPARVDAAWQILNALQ
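20 mM phosphate pH 7.0 + 0.01% (detergent screen) or 0.0001% Triton X-100; 5.3 nM AmpC reagent; cpd preinc 15 min RT; nitrocefin (800 uM stock) to start; A480 q20 s × 4 min; Activity was normalised to no-enzyme and no-compound control wells.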
AmpC inh detg: inhibitors of E. coli AmpC beta-lactamase with detergent; P00811; AmpC hydrolysis of nitrocefin, absorbance 480 nm, 0.01% Triton; Potency, µM (highest dose often 114 µM), inactives show at the highest dose activity change, negative = inhibition, hits mostly inhibitors; 0.041% of 370,000 active; AID 485294;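 further: potency means the concentration at half of the fitted maximal effect; 0% = no-compound wells and -100% = no-enzyme wells; nearly all actives have a fitted effect of over 25% in size; some results filed as inactive show a strong effect at the top dose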
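AmpC (5.3 nM in the dispensed reagent) in 20 mM phosphate pH 7.0 with 0.01% (detergent screen) or 0.0001% Triton X-100 was preincubated with compounds for 15 min at room temperature. Nitrocefin was then added from an 800 uM solution, and hydrolysis was followed at 480 nm.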
HCMV inh: blocks human cytomegalovirus replication; HFF cells, HCMV-luciferase reporter, 72 h; hits give low values; 4.5% of 410,000 active; AID 1259415; activity change, negative = inhibition, % at 57.5 µM; in the data active means activity change below about -60%; inconclusive means no clear call, values can overlap the other calls; inactive means above about -39%
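Two compound doses tested in HFFs infected with HCMV-luciferase, MOI 1 PFU/cell, 72 h at 37C. Lysate luminescence read with OneGlo; data normalized against buffer-only and 10uM Salinomycin inhibitor controls.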
Tb PYK inh: inhibitors of Trypanosoma brucei pyruvate kinase; TbPYK enzyme, Kinase-Glo Plus ATP luminescence, 45 min; Potency, µM (highest dose often 76.8 µM), without a hit: top-dose activity, negative = inhibition, most hits filed as inhibitors; 0.12% of 410,000 active; AID 624173; further: potency means the concentration at half of the fitted maximal effect; nearly all actives have a fitted effect of over 50% in size
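Assay buffer: 50 mM TEA pH 7.2, 100 mM KCl, 10 mM MgCl2, 0.05% BSA, 0.01% Tween-20. Pyruvate kinase from T. brucei plus substrate met compound, then ADP (130 uM final). Luminescence was read post 45 min RT.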
AMA1-RON2 inh: AMA1-RON2 (P. falciparum) interaction inhibition. AlphaScreen AMA1-biotinylated RON2 peptide binding. Potency, µM (series often up to 58.2 µM), inactives show top-dose activity change, negative = inhibition, actives largely listed as inhibitors. 0.2% of 360,000 active;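 further: potency means the concentration at half of the fitted maximal effect; 0% = vehicle wells and -100% = peptide control; nearly all actives have a fitted effect of over 45% in size; some results filed as inactive show a strong effect at the top dose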
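AMA1 (3D7) with his tag at 25 nM final met compounds first, then biotinylated RON2 peptide at 25 nM; detection used donor plus acceptor beads, 10 µg/mL apiece, read by AlphaScreen after 30 min at room temperature.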
LmPK inh: blocks Leishmania mexicana pyruvate kinase activity; Q27686; Potency, µM (top dose mostly 57.5 µM), for the others: top-dose activity change, negative = inhibition, usual class: inhibitors; AID 1721; purified LmPK, Kinase-Glo ATP luminescence, 1 h; 0.37% of 290,000 active; further: potency means the concentration at half of the fitted maximal effect
Target sequence (Q27686 whole entry, looked up): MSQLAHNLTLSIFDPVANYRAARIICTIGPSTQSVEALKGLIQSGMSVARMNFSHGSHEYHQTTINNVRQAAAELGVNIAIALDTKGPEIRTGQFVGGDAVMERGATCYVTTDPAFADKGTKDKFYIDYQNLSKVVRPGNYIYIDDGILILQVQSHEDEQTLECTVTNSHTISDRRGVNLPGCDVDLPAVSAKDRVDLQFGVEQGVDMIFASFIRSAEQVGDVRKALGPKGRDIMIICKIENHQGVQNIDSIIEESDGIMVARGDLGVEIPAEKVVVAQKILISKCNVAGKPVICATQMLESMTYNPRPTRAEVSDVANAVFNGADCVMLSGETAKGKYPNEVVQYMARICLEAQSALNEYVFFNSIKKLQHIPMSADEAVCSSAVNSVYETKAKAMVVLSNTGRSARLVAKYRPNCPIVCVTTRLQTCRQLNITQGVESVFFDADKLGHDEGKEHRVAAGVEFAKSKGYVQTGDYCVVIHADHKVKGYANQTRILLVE
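Purified LmPK (0.1 nM) with 0.5 mM PEP and 0.1 mM ADP in imidazole buffer pH 7.2 with MgCl2/KCl, 1 h at room temperature. ATP formed was read by luciferase luminescence and normalized to no-enzyme and uninhibited controls.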
Numbers without * were called inactive; ? = inconclusive; . = not tested or not shown; [ ] = remark or other dose. Unless noted, the call rests on the fitted dose curve; in most records, active means well fitted curve in the direction sought with a large enough effect; inconclusive means small, poorly fitted or top-dose-only effect, or another doubt; inactive means no such curve, though single readings can be large; an effect the other way counts as inactive or inconclusive. Unless noted, on the % scale 0 is the no-effect control and ±100 the full control effect.

#	SMILES	Sm TGR block	AmpC inh no detg	AmpC inh detg	HCMV inh
1	O=C(CN1CCN(CC(=O)Nc2ccccc2Cl)CC1)NCC1(N2CCOCC2)CCCCC1	-18%	3%	2%	1
2	CCCn1c(=N)c(C(=O)NCc2cccnc2)cc2c(=O)n3ccccc3nc21	0%	.	10%	-13
3	COc1ccc(-n2cc(C(=O)NCc3ccccc3)c3ccccc3c2=O)cc1	-7%	.	4%	-19
4	COc1ccc(CCc2cc(OC)cc(=O)o2)cc1	5%	-3%	8%	22
5	CN(C)c1nc(NC(C)(C)C)nc(NC(C)(C)C)n1	9%	-24%	?	?
6	COc1ccc(NC(=O)C2(C)Cc3c(-c4cccc(NC(C)=O)c4)ccnc3O2)cc1OC (stereo not drawn)	.	.	.	16
7	CCOP(=O)(OCC)C(NC(=O)C(F)(F)F)c1ccccc1 (stereo not drawn)	-8%	-9%	1%	-33
8	CCOC1=NN(c2ccc(Cl)cc2)C(=O)/C1=C\N(C)C	-2%	-6%	5%	21
9	CCCS(=O)(=O)c1c(S(=O)(=O)CCC)c2cc(C(C)(C)C)ccn2c1C(=O)c1ccc(C)cc1	-8%	.	0%	-4
10	COc1cc(/C=C2/SC(=S)N(CC(=O)NC(C)(C)C)C2=O)cc(OC)c1OC	-3%	85%[activator]	-9%	-31
11	COc1cc(/C=C2\CC/C(=C\c3cc(OC)c(O)c(OC)c3)C2=O)cc(OC)c1O	28µM*	39%	?	-98*
12	O=C1[C@@H](Oc2ccccc2)[C@@H](c2ccncc2)N1c1ccccc1	.	-26%	.	-5

#	Tb PYK inh	AMA1-RON2 inh	LmPK inh
1	-3%	-6%	.
2	-3%	.	.
3	7%	.	.
4	-1%	8%	3%
5	1%	11%	10%
6	5%	18%	.
7	-8%	-4%	2%
8	1%	-23%	-9%
9	0%	.	.
10	-1%	-10%	6%
11	?	?	0%
12	-7%	9%	.

Reprinted from the part before: 2 compounds, then new ones.
#	SMILES	Sm TGR block	AmpC inh no detg	AmpC inh detg	HCMV inh
11	COc1cc(/C=C2\CC/C(=C\c3cc(OC)c(O)c(OC)c3)C2=O)cc(OC)c1O	28µM*	39%	?	-98*
12	O=C1[C@@H](Oc2ccccc2)[C@@H](c2ccncc2)N1c1ccccc1	.	-26%	.	-5
13	C=CCn1c(SCC(=O)Nc2c(C)n(C)n(-c3ccccc3)c2=O)nc2scc(-c3ccccc3)c2c1=O	-8%	106%[activator]	?	-34
14	CN(C)S(=O)(=O)c1ccc(C(=O)NNc2nc(-c3ccccc3)c3cc(Br)ccc3n2)cc1	4%	?	-7%	?
15	O=C1C[C@H]2[C@H](CO)[C@@H](OC(=O)c3ccc(-c4ccccc4)cc3)C[C@H]2O1	?	79%[activator]	2%	-24
16	Cc1cc(NC(=O)CSc2ncc(C(=O)O)n2-c2ccc(F)cc2)no1	.	-12%	.	-15
17	COc1cccc(CNC(=O)C2CCN(S(=O)(=O)N3CCCC3)CC2)c1	-2%	-21%	-4%	-14
18	COc1ccccc1CNC(=O)C(C)Sc1ccsc1[N+](=O)[O-] (stereo not drawn)	-1%	-28%	-13%	?
19	O=C1SC(Cc2ccccc2)C(=O)N1c1ccccc1 (stereo not drawn)	5%	-25%	-5%	-32
20	COc1ccc(CC(NC(C)=O)C(=O)NC2CCN(c3nnnn3-c3ccccc3)CC2)cc1OC (stereo not drawn)	-3%[57.1 µM]	-8%	-8%	.
21	COc1ccc(-c2c(-c3ccc(OCC(=O)NN)cc3O)n[nH]c2C)cc1OC	-5%	-16%	1%	38
22	O=C1CN(C(=O)COC(=O)CNC(=O)c2ccc(Br)o2)c2ccccc2N1	-11%	5%[11.4 µM]	?	25
23	CCN(C(=O)CSc1nnnn1-c1ccccc1)c1c(N)n(Cc2ccccc2)c(=O)[nH]c1=O	-20%	-6%	?	-6
24	O=S(=O)(Nc1nccs1)c1ccc(Nc2nnc(-c3ccccc3)c3ccccc23)cc1	7%	-40%	-1%	26

#	Tb PYK inh	AMA1-RON2 inh	LmPK inh
11	?	?	0%
12	-7%	9%	.
13	-2%	-4%	4%
14	4%	47%[activator]	1%
15	-3%	-1%	-5%
16	0%	-2%	.
17	-2%	-1%	-1%
18	-8%	-12%	3%
19	4%	5%	-3%
20	.	.	-4%
21	-6%	59%[activator]	2%
22	3%	-8%	1%
23	11%	8%	3%
24	-17%	-11%	5%

Additional results:
#	SMILES	Sm TGR block	AmpC inh no detg	AmpC inh detg	HCMV inh
25	Cc1ccc(OCCSc2nc3ccccc3n2CC(=O)N2CCOCC2)cc1	-8%	.	-1%	-12
26	CCn1ncc(/C=N\NC(=O)c2cc(-c3ccc(C)cc3C)nc3ccccc23)c1C	5%	148%[activator]	1%	-12
27	C=C1CCN([C@@H](Cc2ccccc2)C(=O)O)S(=O)(=O)c2ccccc21	.	.	.	15
28	COC(/C=C/Nc1ccc(C)cc1)=C(C#N)C#N	3%	-27%	-11%	-3
29	COCCNC(=O)c1ccc2nc(CCc3ccccc3)oc2c1	8%	.	15%	48
30	NC(=O)COC(=O)c1cccnc1Nc1ccccc1F	0%	-9%	-4%	-71*
31	COc1ccc(F)c(CN(C)CC2CCCN(CCc3ccc(F)cc3)C2)c1 (stereo not drawn)	3%	41%	5%	-15
32	CCOC(=O)c1cnc2c(OC)cccc2c1N1CCN(c2ccccc2F)CC1	4%	.	-3%	14
33	COc1ccc(C(=O)c2sc(Nc3ccccc3F)nc2N)cc1	-14%	-55%	-14%	100
34	O=C(Nc1cccc(-c2cccc(Cl)c2)c1)C1CCN(Cc2ccon2)CC1	1%	-4%	-1%	-37
35	CCCCn1c(=O)c(C(=O)Nc2ccccc2)c(O)c2ccccc21	14%[57.1 µM]	-10%	-11%	-8
36	CC(C)C[C@H](NC(=O)c1nc[nH]c1C(=O)NCCCCCNC(=O)OC(C)(C)C)C(=O)OCc1ccccc1	-15%	40%	9%	8

#	Tb PYK inh	AMA1-RON2 inh	LmPK inh
25	3%	.	.
26	2%	14%	0%
27	3%	15%	.
28	-4%	17%	-3%
29	-2%	.	.
30	0%	5%	-8%
31	3%	-13%	1%
32	3%	.	.
33	-3%	-3%	5%
34	1%	-2%	4%
35	4%	19%	-1%
36	5%	119%[activator]	7%

Additional records follow.
#	SMILES	Sm TGR block	AmpC inh no detg	AmpC inh detg	HCMV inh
37	CC(C)Cn1c(N)c(C(=O)NCC2CCCO2)c2nc3ccccc3nc21 (stereo not drawn)	-4%	131%[activator]	3%	-20
38	COc1ccc(C2CC(c3ccc(OC)cc3OC(C)=O)=NN2C(=O)c2ccccc2)cc1 (stereo not drawn)	9%	44%	3%	-36
39	Cc1ccsc1C(=O)OCC(=O)Nc1c(Cl)cccc1C(F)(F)F	-1%	-30%	?	-9
40	O=C(NNC(=O)c1ccc(Cl)cc1Cl)c1ccc2ccccc2c1	.	.	.	-38
41	Cc1nn(S(=O)(=O)c2ccc(Cl)cc2)c(C)c1S(=O)(=O)N1CCCCCC1	0%	.	21%	4
42	CCc1ccc(-c2nc(CN3CCC(C(=O)NCc4ccc(F)cc4)CC3)c(C)o2)cc1	12%	75%[activator]	-8%	-17
43	Cc1ccc(/C=C/C2=NN(Cc3ccccc3Cl)C(=O)CC2)cc1	1%	9%	1%	-20
44	COc1ccc(N2CC(O)=C(c3nc(-c4ccc(F)cc4)cs3)C2=N)cc1OC	14%	-16%	3%	-24
45	CCCN(CCC)CCNC(=O)c1ccc2c(c1)NC(=O)C(CS(=O)(=O)Cc1cccc(Br)c1)N2 (stereo not drawn)	?	.	5%	-22
46	O=C(Nc1ccc2c(c1)OCCO2)c1ccc(Cl)c(S(=O)(=O)N2CCCCC2)c1	-6%	-34%	-7%	-73*
47	O=C(CCCCn1c(=O)c2ccccc2n(Cc2ccccc2Cl)c1=O)NCc1ccc2c(c1)OCO2	2%	.	-1%	7
48	COc1ccc(S(=O)(=O)Nc2ccc3c(c2)OCO3)cc1C(=O)O	-20%	-13%	-2%	17

#	Tb PYK inh	AMA1-RON2 inh	LmPK inh
37	-2%	49%[activator]	2%
38	2%	-10%	1%
39	4%	-3%	3%
40	-1%	84%[activator]	.
41	-1%	.	.
42	.	4%	0%
43	-1%	6%	8%
44	1%	21%	-4%
45	-6%	.	.
46	-2%	-10%	-1%
47	-8%	.	.
48	0%	5%	5%

Individual results from the results shown:
Under Tb PYK inh, CCCN(CCC)CCNC(=O)c1ccc2c(c1)NC(=O)C(CS(=O)(=O)Cc1cccc(Br)c1)N2 (stereo not drawn) reads -6%
Under AMA1-RON2 inh, O=C1SC(Cc2ccccc2)C(=O)N1c1ccccc1 (stereo not drawn) reads 5%
Under Sm TGR block, CCCS(=O)(=O)c1c(S(=O)(=O)CCC)c2cc(C(C)(C)C)ccn2c1C(=O)c1ccc(C)cc1 reads -8%

Reprinted at random: 2 records from the list, in no set order.
#	SMILES	Sm TGR block	AmpC inh no detg	AmpC inh detg	HCMV inh
45	CCCN(CCC)CCNC(=O)c1ccc2c(c1)NC(=O)C(CS(=O)(=O)Cc1cccc(Br)c1)N2 (stereo not drawn)	?	.	5%	-22
41	Cc1nn(S(=O)(=O)c2ccc(Cl)cc2)c(C)c1S(=O)(=O)N1CCCCCC1	0%	.	21%	4

#	Tb PYK inh	AMA1-RON2 inh	LmPK inh
45	-6%	.	.
41	-1%	.	.

Remaining list, next part
#	SMILES	Sm TGR block	AmpC inh no detg	AmpC inh detg	HCMV inh
49	CCOC(=O)C1CCCN(C(=O)c2ccco2)C1 (stereo not drawn)	0%	-9%	-3%	44
50	COc1ccc(-n2ncc3c(Nc4cccc(C)c4)ncnc32)cc1	-1%	-34%	-1%	-18
51	O=C(Nc1nnc(SCCC2OCCO2)s1)C1CC(=O)N(c2ccc(F)cc2)C1 (stereo not drawn)	-5%	-11%	1%	-21
52	Cc1ccc2nc(-c3ccco3)c(Cc3cccc(Cl)c3)n2c1	.	.	.	137
53	O=C(NCc1ccccn1)c1ccc(CS(=O)(=O)Cc2ccc(Cl)cc2)o1	28µM*	-8%	?	-32
54	N/C(=N\OC(=O)Cc1ccccc1)c1ccccc1Cl	0%	-18%	8%	23
55	Cc1ccc(S(=O)(=O)NCCC(=O)OC(C)C(=O)NC2CC2)cc1 (stereo not drawn)	0%	-3%	1%	-13

#	Tb PYK inh	AMA1-RON2 inh	LmPK inh
49	5%	7%	0%
50	2%	45%	10%
51	-2%	-1%	-2%
52	-9%	-20%	.
53	7%	12%	0%
54	0%	76%[activator]	-2%
55	-18%	-21%	.

Outcome played no part in choosing rows. Share with any hit: about 7.4%.
